# M1AAP inhibition: P. falciparum M1AAP inhibitors, biochemical, fluorogenic H-Leu-NHMec substrate, 1536-well (AID 1445); Aminopeptidase N (Plasmodium falciparum (isolate 3D7)); recombinant M1AAP, H-Leu-NHMec fluorogenic kinetic assay; higher % means a stronger effect; inhibition, % at 30 µM, or IC50 in µM where a hit was titrated; 220,000 tested, 0.42% active;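 active means primary inhibition above the hit cutoff, then over 50% inhibition at one or more dose response concentrations, cut at about 23% in these data, passing the limit was not always enough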;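 further: plate controls were DMSO full reaction for no effect and no enzyme background for full effect; strong numbers were not always called active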
# M17LAP inhibition: P. falciparum M17LAP inhibitors, primary screen, biochemical, fluorogenic H-Leu-NHMec substrate, 1536-well (AID 1619) | recombinant M17LAP, H-Leu-NHMec fluorogenic kinetic assay; higher % means a stronger effect | inhibition, % at 30 µM; hits with a dose series show IC50 in µM | 220,000 tested, 0.38% active;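 active means compound inhibiting the enzyme by more than half at any dose during confirmatory dose-response retesting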;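 further: plate controls were full reaction with DMSO carrier for no effect and no enzyme background for full effect; strong numbers were not always called active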
# Dynein transport: inhibitors of GR-EGFP nuclear translocation, primary screen, dynein cargo transport inhibitor project, imaging, high-content, 3617.4 mouse cells; test concentration mostly 20 µM; stimulated with dexamethasone, 1 µM; stronger effect = lower value; z-score, hits read low; 220,000 tested, 0.47% active; AID 1381, 2008;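 active means plate z-score of nuclear minus cytoplasmic receptor signal below a set negative limit, without overly bright fluorescence or cell loss, cut at about -3.5 in these data, passing the limit was not always enough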;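 further: z-score of nuclear minus cytoplasmic ring GR-EGFP intensity difference per well; some compounds called inactive have numbers as strong as hits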
#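 Buffer or medium: tet-free, stripped-serum medium; reagent: dexamethasone at 1.0 µM final, 30 min; incubation: 48 h induction, 1 h compound, 30 min dex at 37 °C; measured by: formaldehyde fixation, Hoechst nuclear stain, 10x automated fluorescence imaging; read-out: nuclear-to-cytoplasmic GR-EGFP distribution per well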
# NOD1 inhibition: NOD1 signaling inhibitors, primary screen, cell-based, luminescence, uHTS (AID 1578); NOD1-driven NF-kB luciferase reporter cells, luminescence; higher % means a stronger effect; inhibition, % at 4 µM, or EC50 in µM where a hit was titrated; 290,000 tested, 1% active; in the data active means inhibition mostly above about 36%, no sharp cut-off; inactive means mostly below about 34%;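 further: HEK-293T reporter cells stimulated with the NOD1 agonist gamma-tri-DAP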
# GPR55 activation: GPR55 agonists via beta-arrestin recruitment, primary screen, imaging, U2OS cells, beta-arrestin-GFP redistribution (AID 1961); G-protein coupled receptor 55 (Homo sapiens); U2OS GPR55 beta-arrestin-GFP redistribution imaging; higher % means a stronger effect; activation, % at 10 µM; hits with a dose series show EC50 in µM; 290,000 tested, 0.048% active;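 active means activation above 40% with more than 50 cells counted in the well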;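 further: U2OS osteosarcoma cells stably expressing GPR55 and beta-arrestin-GFP; plate controls were DMSO negative control for no effect and LPI positive control for full effect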
# HEK293 NOD2/NF-kB: NOD2 signaling inhibitors, cell-based, luminescence, uHTS, HEK293 (AID 1566) | HEK293 NOD2/NF-kB luciferase reporter, luminescence; higher % means a stronger effect | 290,000 tested, 0.63% active | one-dose inhibition, % at 4 µM; EC50 in µM for titrated hits; further: many of its hits are not listed in these tables
# KOR beta-arrestin-1: KOR antagonists, beta-arrestin recruitment, cell-based, luminescence, uHTS (AID 1778); 290,000 tested, 0.091% active; one-dose inhibition, % at 10 µM; IC50 in µM for titrated hits; KOR beta-arrestin recruitment, luminescence, antagonist mode; higher % means a stronger effect; Kappa-type opioid receptor (Homo sapiens); further: strong numbers were not always called active
# AID2073: inhibitors of Mint1-CaV2.2 protein interaction, biochemical, HTRF (AID 2073); Voltage-dependent N-type calcium channel subunit alpha-1B (Homo sapiens); HTRF protein-protein interaction, Mint1-CaV2.2; higher % means a stronger effect; inhibition, % at 20 µM, or IC50 in µM where a hit was titrated; 290,000 tested, 0.19% active; in the data active means inhibition mostly above about 51%, no sharp cut-off; further: some results filed as inactive read as strong as hits
# KOR beta-arrestin-2: KOR agonists, beta-arrestin recruitment, primary screen, cell-based, luminescence, uHTS (AID 1777); KOR beta-arrestin recruitment, luminescence; higher % means a stronger effect; Kappa-type opioid receptor (Homo sapiens); activation, % at 10 µM, or EC50 in µM where a hit was titrated; 280,000 tested, 0.02% active; in the data active means activation above about 50%, passing the limit was not always enough; further: a part of the inactive calls stands beside numbers as strong as those of hits
# Dynein transport cytoplasmic EGFP: recorded beside Dynein transport, whose call it bears; z-score; measured here: cytoplasmic GR-EGFP intensity; stronger effect = higher value
# Dynein transport nuclear GR-EGFP: recorded beside Dynein transport, whose call it bears; z-score; measured here: nuclear GR-EGFP intensity;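 lower value marks the stronger effect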
# Dynein transport cell count: recorded beside Dynein transport, whose call it bears; z-score; measured here: cell count per field
# Starred values were filed as active, the others as inactive; x = not tested or not shown; [ ] = dose if it differs, or a comment. Unless noted, no stated cut-off is given here; in the data, active means inhibition above about 50%; inactive means the rest. An excerpt. The share of hits here may be higher or lower than overall.
SMILES,M1AAP inhibition,M17LAP inhibition,Dynein transport,Dynein transport cytoplasmic EGFP,Dynein transport nuclear GR-EGFP,Dynein transport cell count,NOD1 inhibition,GPR55 activation,HEK293 NOD2/NF-kB,KOR beta-arrestin-1,AID2073,KOR beta-arrestin-2
Cc1cc(C)n2nc(SCc3ccc(C#N)cc3)nc2n1,x,x,x,x,x,x,-2%,0.0%,9%,-19%,6%,-4.8%
O=C(CN(C(=O)CCC(=O)Nc1nccs1)c1ccccc1F)NCCc1ccccc1,x,x,x,x,x,x,-33%,-0.3%,-2%,-19%,-8%,2.5%
NC(=O)CC(NC(=O)c1ccccc1)c1ccc(NCc2ccc(F)c(F)c2)c([N+](=O)[O-])c1 (stereo not drawn),x,x,x,x,x,x,-20%,-0.2%,26%,-22%[20 µM],-10%,-1.0%
Cc1ccc(NC(=O)C2C3C=CC4(CN(Cc5cccnc5)C(=O)C24)O3)cc1F (stereo not drawn),5%,11%,0.71,-0.18,0.5,0.38,-15%,-0.1%,6%,24%,1%,-1.1%
COC(=O)c1cc(-c2c(C)oc3cc(OC(C)C)ccc3c2=O)c(C)o1,6%,13%,2,0.095,2.2,-2.1,-18%,0.4%,-12%,21%,0%,-1.7%
CC(OC(=O)c1cccnc1SCc1cc(=O)n2ccccc2n1)c1ccccn1 (stereo not drawn),10%,3%,2,-0.087,1.1,-1.3,-5%,-0.1%,7%,-18%,0%,3.0%
Cc1ccc(-c2sc(C)nc2CC(=O)O)cc1,0%,-20%,-0.62,-0.2,-0.13,0.65,2%,0.9%,-9%,-57%,18%,4.9%
Cc1onc(-c2c(F)cccc2Cl)c1C(=O)c1ccccc1,7%,-2%,0.15,-0.24,0.05,-0.14,-10%,0.2%,-3%,21%,-10%,-3.1%
CC(OC(=O)c1ccc(Cl)c(S(=O)(=O)N2CCOCC2)c1)C(=O)NC1CCCCC1C (stereo not drawn),x,x,x,x,x,x,29%,-0.1%,3%,-25%,5%,2.7%
Cc1ccc(-c2nc(CS(=O)(=O)CC(=O)NC3CCC(C)CC3)c(C)o2)cc1 (stereo not drawn),x,x,x,x,x,x,28%,-0.2%,28%,-36%,5%,3.4%
CC(=O)Nc1ccc(N2CCC(C)CC2)c([N+](=O)[O-])c1,11%,4%,-0.56,-0.017,0.3,0.05,-53%,-0.1%,-7%,-8%,2%,-0.3%
CCOc1ccc(N2C(=O)Nc3ccc(Br)cc3C2(O)C(=O)NC(C)C)cc1 (stereo not drawn),x,x,x,x,x,x,-5%,0.3%,-9%,16%,8%,-8.8%
Cc1cc(S(=O)(=O)ON2C(=O)c3ccccc3C2=O)ccc1F,x,x,x,x,x,x,-14%,0.6%,-24%,-49%,25%,1.7%
O=C(NCCc1ccccc1C(F)(F)F)C1CCC(=O)N(CCCN2CCCC2=O)C1 (stereo not drawn),x,x,x,x,x,x,10%,2.2%,-6%,-36%,5%,-2.3%
CCOc1ccc(CN2CCN(C(=O)c3ccco3)CC2)cc1,x,x,x,x,x,x,-14%,-0.2%,6%,15%,4%,-1.8%
CC(C)Sc1ncnc2c1oc1ccccc12,-23%,13%,2.8,-0.16,3.2,-2.2,-5%,0.0%,5%,-13%,0%,-1.7%
O=C1CC(c2ccc(F)cc2)c2cc3c(cc2N1)CCC3 (stereo not drawn),4%,-10%,-0.2,-0.24,-0.26,0.23,29%,0.6%,8%,6%,3%,-1.2%
COc1ccc(OC)c(CNC(=O)c2nn(C)c3c2CS(=O)(=O)c2ccccc2-3)c1,x,x,x,x,x,x,12%,-0.1%,-1%,-55%,8%,9.5%
CCSc1nnc(NC(=O)COc2cccc3ccccc23)s1,2%,0%,-0.23,2.1,0.37,1.7,-33%,0.0%,15%,-15%,16%,4.6%
O=C(NNC(=S)NCc1ccccc1)c1cccc([N+](=O)[O-])c1,12%,14%,-1.1,-0.39,-0.94,1.6,-29%,0.7%,1%,2%,-14%,-3.2%

# Part of the list above, limited to KOR beta-arrestin-2 and Dynein transport cell count.
Compound | KOR beta-arrestin-2 | Dynein transport cell count
Cc1onc(-c2c(F)cccc2Cl)c1C(=O)c1ccccc1 | -3.1% | -0.14
NC(=O)CC(NC(=O)c1ccccc1)c1ccc(NCc2ccc(F)c(F)c2)c([N+](=O)[O-])c1 (stereo not drawn) | -1.0% | x

# Next section
SMILES,M1AAP inhibition,M17LAP inhibition,Dynein transport,Dynein transport cytoplasmic EGFP,Dynein transport nuclear GR-EGFP,Dynein transport cell count,NOD1 inhibition,GPR55 activation,HEK293 NOD2/NF-kB,KOR beta-arrestin-1,AID2073,KOR beta-arrestin-2
CCCC(=O)Nc1ccccc1NC(=O)c1ccc(OC)cc1,6%,-1%,2.2,-0.16,1.3,-1.5,-22%,-0.1%,7%,-2%[20 µM],0%,-3.5%
Oc1ccccc1/C=N/NC(=S)NC1CC2CCC1C2 (stereo not drawn),10%,1%,-0.71,-0.25,-0.54,-0.26,-14%,0.9%,-43%,-3%,13%,-3.6%
CCOc1ccc(NS(=O)(=O)c2cc(C(=O)N3CCN(C(C)=O)CC3)ccc2Cl)cc1,x,x,x,x,x,x,-9%,-0.1%,5%,-7%,8%,2.3%
O=C(Nc1cc(Sc2ccccn2)cc([N+](=O)[O-])c1)c1ccc([N+](=O)[O-])cc1,1%,-2%,0.16,-0.19,-0.061,-0.46,46%,0.0%,20%,-20%,9%,2.4%
CCOC(=O)C1CCN(C(=O)c2ccccc2NS(=O)(=O)c2ccc(F)c(F)c2)CC1,1%,23%,-0.88,-0.32,-0.84,1.5,-27%,0.1%,-15%,-25%,1%,14%
CCn1c(CSc2nncn2-c2ccc(OC)cc2)nc2cc(S(=O)(=O)N(C)C)ccc21,18%,6%,-0.99,-0.28,0.27,0.7,-20%,0.1%,1%,-13%,-7%,x
COc1ccc(S(=O)(=O)N2CCOC2CNC(=O)C(=O)NCCc2ccc(S(N)(=O)=O)cc2)cc1 (stereo not drawn),x,x,x,x,x,x,6%,0.0%,13%,-13%[20 µM],23%,-2.6%
COc1ccccc1CNS(=O)(=O)c1ccc2c(c1)NC(=O)C(C)S2 (stereo not drawn),x,x,x,x,x,x,-8%,-0.2%,18%,-31%,5%,13%
O=C(CN(Cc1ccccc1Cl)C(=O)Cn1nnc(-c2cccs2)n1)NCC1CCCO1 (stereo not drawn),1%,-2%,1.2,-0.18,0.92,-0.15,-23%,-0.2%,-12%,-21%,-3%,-2.5%
O=C1N/C(=C\c2ccccc2)C(O)=C1C=NCc1ccccc1,4%,5%,0.78,-0.11,1.1,-1,-44%,0.2%,-24%,1%,1%,-2.5%
Cc1c(C(=O)O)cccc1-c1ccc(/C=C2/NC(=O)N(c3ccccc3)C2=O)o1,17%,35%,-1.2,-0.36,-0.45,1.1,-44%,0.2%,-32%,-4%[20 µM],7%,-5.7%
COc1ccc(OC)c(CN2CCCC(CCC(=O)N(C)CCc3ccccn3)C2)c1 (stereo not drawn),8%,2%,-0.79,-0.1,-0.26,0.58,28%,0.7%,6%,-2%,12%,11%
CC1(CCc2ccccc2)NC(=O)N(CC(=O)O)C1=O (stereo not drawn),3%,3%,1.5,-0.21,1.2,-1.2,9%,0.0%,11%,-8%,-9%,0.7%
Cc1noc(C)c1S(=O)(=O)Nc1ccc(C(=O)Nc2ccc(OC(F)(F)F)cc2)cc1,x,x,x,x,x,x,-37%,-0.2%,-12%,12%,1%,-5.0%
CCc1nc(SCc2ccc(C(=O)OC)o2)c2c(=O)n(C)c(=O)n(C)c2n1,3%,-6%,0.73,0.18,0.8,-0.89,-2%,-0.4%,13%,7%,11%,-0.3%
CCc1ccccc1NC(=O)COc1ccc2c(=O)c(Oc3cc(C)ccc3C)coc2c1,4%,12%,-0.27,-0.28,-0.38,0.14,-21%,0.2%,15%,17%,-5%,-1.7%
Cc1ccccc1-c1nc(CS(=O)(=O)CC(=O)N2CCN(C)CC2)c(C)o1,x,x,x,x,x,x,-5%,-0.1%,13%,-25%,4%,4.2%
Cc1c(NC(=O)c2cc3c(s2)CCCC3)c(=O)n(-c2ccccc2)n1C,-7%,1%,0.17,-0.31,0.77,0.09,-28%,0.2%,-17%,-6%[20 µM],-6%,3.3%
CC1c2ccsc2CCN1S(=O)(=O)c1ccccc1 (stereo not drawn),-4%,-3%,-0.82,-0.2,-0.53,0.19,2%,0.2%,17%,49%,3%,4.6%
CCOc1c(O)ccc(C2NC(=O)N(C)C(C)=C2C(=O)OC)c1[N+](=O)[O-] (stereo not drawn),5%,-6%,0.47,-0.27,0.44,0.13,-19%,0.2%,7%,-8%,13%,-0.7%

# Record cards, from the list above. Order of screens: M1AAP inhibition | M17LAP inhibition | Dynein transport | Dynein transport cytoplasmic EGFP | Dynein transport nuclear GR-EGFP | Dynein transport cell count | NOD1 inhibition | GPR55 activation | HEK293 NOD2/NF-kB | KOR beta-arrestin-1 | AID2073 | KOR beta-arrestin-2
# Profile of `CCOc1c(O)ccc(C2NC(=O)N(C)C(C)=C2C(=O)OC)c1[N+](=O)[O-]` (stereo not drawn) = 5% | -6% | 0.47 | -0.27 | 0.44 | 0.13 | -19% | 0.2% | 7% | -8% | 13% | -0.7%
# Profile of `COc1ccccc1CNS(=O)(=O)c1ccc2c(c1)NC(=O)C(C)S2` (stereo not drawn) = x | x | x | x | x | x | -8% | -0.2% | 18% | -31% | 5% | 13%
# Profile of `CCc1ccccc1NC(=O)COc1ccc2c(=O)c(Oc3cc(C)ccc3C)coc2c1` = 4% | 12% | -0.27 | -0.28 | -0.38 | 0.14 | -21% | 0.2% | 15% | 17% | -5% | -1.7%
# Profile of `CCn1c(CSc2nncn2-c2ccc(OC)cc2)nc2cc(S(=O)(=O)N(C)C)ccc21` = 18% | 6% | -0.99 | -0.28 | 0.27 | 0.7 | -20% | 0.1% | 1% | -13% | -7% | x
